# Screens from PubChem BioAssay.
# RGS12 GoLoco inh – inhibitors of human Gai1-RGS12 GoLoco interaction (red fluorophore) | P63096 | Gai1:RGS12 GoLoco peptide FP, rhodamine, 10 min | Potency, µM (doses to about 61.6 µM), without a hit: at the top dose activity, negative = inhibition, usual class: inhibitors | 0.44% of 230,000 active; active = well fitted inhibition curve with a large enough effect, not every such curve was filed as active; inactive = no such curve, though single readings can be large or run the other way; note: % is set by controls: 0 for no effect and ±100 for the full control effect; nearly all actives have a fitted effect of over 30% in size; many of its hits are not listed in these tables
# Target sequence (P63096 whole entry, looked up): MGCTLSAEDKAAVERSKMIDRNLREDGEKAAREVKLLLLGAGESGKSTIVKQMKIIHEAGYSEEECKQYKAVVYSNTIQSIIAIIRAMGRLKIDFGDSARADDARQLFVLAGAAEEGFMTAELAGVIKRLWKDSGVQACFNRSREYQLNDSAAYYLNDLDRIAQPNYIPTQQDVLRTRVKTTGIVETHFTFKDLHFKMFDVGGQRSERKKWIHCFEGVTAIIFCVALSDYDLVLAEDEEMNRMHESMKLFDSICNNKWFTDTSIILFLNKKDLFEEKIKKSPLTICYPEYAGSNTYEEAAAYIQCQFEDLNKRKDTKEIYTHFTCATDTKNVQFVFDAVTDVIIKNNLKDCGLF
# GAA glycogen mod – alters human alpha-glucosidase cleavage of glycogen; AID 2100; P10253; recombinant GAA, glycogen substrate, Amplex Red glucose oxidase fluorescence; Potency, µM (highest dose often 76.4 µM), for the others: at the highest dose activity change, negative = inhibition, usual class: inhibitors; 0.38% of 300,000 active;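 note: 0% = full enzyme reaction and -100% = no-enzyme basal signal; the screen sought inhibitors and activators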
#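 Recombinant human alpha-glucosidase (4 nM final) hydrolysed bovine liver glycogen (30 ug) for 40 min at 37 C in pH 5.0 citrate/phosphate with 0.01% Tween-20. Released glucose detected by glucose oxidase/Amplex Red, Ex 573/Em 610 nm. Compounds up to 77 uM; AC50 from Hill fits.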
# HttQ103 aggreg – mutant huntingtin aggregation inhibition. Potency, µM (titrated, usually from 46.1 µM), for inactives: at the highest dose activity change, negative = inhibition, actives largely listed as inhibitors. 1.1% of 220,000 active. PC12 HttQ103-GFP aggregates, Acumen cytometry, 40 h. AID 1688; note: % is set by controls: 0 for no effect and ±100 for the full control effect; nearly all actives have a fitted effect of over 60% in size
#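 PC12 cells stably carrying ecdysone-inducible HTT exon 1 Q103–GFP were induced with tebufenozide (100 nM final) and treated with library compounds in titration. GFP aggregates in lysates were counted by laser scanning cytometry.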
# IMPase Li cell – IMPase inhibition in cells with lithium potentiation | CHO-M1 cells, IP1 TR-FRET (IP-One), carbachol + lithium | 0.35% of 210,000 active | Potency, µM (highest dose often 59.4 µM), inactives show at the highest dose activity, negative = IMPase inhibition, usual class: inhibitors;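 note: IP1 builds up when IMPase is blocked and the TR-FRET signal falls; plate controls were basal vehicle for no effect and high inhibitor control for full effect; nearly all actives have a fitted effect of over 50% in size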
#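 Test compounds were applied to CHO-M1 cells previously cultured for 16–30 h at 2000 per well. A small lithium amount accompanied them; after 30 min at 37C, IP1 was quantified by TR-FRET.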
# GAA inhib – alpha-glucosidase (human) inhibition | P10253 | purified human GAA, 4-MU-alpha-glucoside fluorescence | Potency, µM (titrated, usually from 76.9 µM), for the others: at the highest dose activity change, negative = inhibition, hits mostly inhibitors | 0.005% of 200,000 active;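 note: plate controls were uninhibited enzyme wells for no effect and no-enzyme background for full effect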
#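 Enzyme (4 nM final) mixed with compound (up to 77 uM), then 4-MU-alpha-D-pyranoside (400 uM final) added; 20 min at room temperature, pH 5.0. Reaction stopped at pH 10, fluorescence read, AC50 derived by Hill fit.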
# aGlu spleen mod – inhibits or activates alpha-glucosidase in human spleen homogenate. P10253. human spleen homogenate, 4-MU-alpha-glucoside fluorescence. Potency, µM (doses to about 79.9 µM), inactives show at the top dose activity change, negative = inhibition, hits mostly inhibitors. 0.006% of 240,000 active. AID 2112;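 note: 0% = enzyme with vehicle and -100% = no enzyme basal signal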
#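 AC50 values come from Hill-equation fits of concentration-response data, normalized to no-enzyme and full-activity controls. Enzyme source: 1 ug human spleen homogenate; 1 mM fluorogenic 4-MU glucoside, pH 5.0 citrate buffer, 37 C, 40 min.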
# HTT cytoprotect – protects HTT-Q103 PC12 cells, measured by ATP | PC12 HTT-Q103 induced, cytoprotection, ATP luminescence, 40 h | Potency, µM (highest dose often 56.4 µM), without a hit: cytoprotection (ATP increase), hits mostly activators | 0.14% of 230,000 active;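 note: % of control where 0% means no effect; nearly all actives have a fitted effect of over 45% in size; toxic huntingtin expression switched on by the ecdysone agonist tebufenozide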
#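 PC12 cells stably carrying ecdysone-inducible Htt exon 1 (Q103)–GFP were induced with 100 nM tebufenozide (final) alongside library compounds in a dose series. Cytoprotection was scored as retained ATP by ATPlite luminescence.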
# An asterisk follows results filed as active; ? = inconclusive; . = not tested or not shown; [ ] = dose if it differs, or a comment. Unless noted, calls come from the whole dose curve; as a rule, active = well fitted curve in the direction sought with a large enough effect; inconclusive = small, poorly fitted or top-dose-only effect, or another doubt; inactive = no such curve, though single readings can be large; an effect the other way counts as inactive or inconclusive. Potency is the fitted concentration of half-maximal effect. Some of the compounds tested; rates above refer to the full screens.
SMILES,RGS12 GoLoco inh,GAA glycogen mod,HttQ103 aggreg,IMPase Li cell,GAA inhib,aGlu spleen mod,HTT cytoprotect
Cc1ccccc1NC(=O)C1(NC(=O)c2cccc(N3C(=O)CSC3c3ccccc3)c2)CCCCC1 (stereo not drawn),-7%,-14%,0%,23%[38.3 µM],-9%,-10%,-38%[inhibitor]
Cc1cccc(CCN(CC(=O)NC2CCCCC2)C(=O)c2csnn2)c1,4%,-4%,-1%[9.22 µM],10%,4%,8%,-11%[10 µM]
Cc1ccccc1/C(N)=N/O,-5%,-5%,3%,-10%,-2%,-5%,-28%[10 µM]
Cc1ccccc1NC(=S)N(CCCN1CCOCC1)Cc1cccs1,0%,4%,-4%,9%,2%,-6%,24%[10 µM]
CCN(CC)S(=O)(=O)c1ccc(OC(C)C)nc1,13%,3%,-11%,33%[38.3 µM],-2%,3%,-13%
Cc1cc(C)n2nc(SCc3nnc(-c4cccs4)o3)nc2n1,11%,11%,19%,12%,0%,1%,-13%[10 µM]
COc1ccc(C(=O)NCC(=O)OCc2ccc(Br)cc2)cc1,8%,15%,-6%,3%,2%,-4%,31%[10 µM]
Cc1sc2nc3ccc(N4CCCCC4)nn3c(=O)c2c1C,3%,-9%,5%,-3%[38.3 µM],-8%,-9%,-19%
C=C1C(=O)O[C@@H]2C3OC3(C)CC/C=C(\C)CC[C@@H]12 (stereo partly drawn),2%,.,.,10%,.,0%,-12%[1.9 µM]
Cc1ccc(S(=O)(=O)NCCCCCC(=O)Nc2cccc(C)c2)cc1,4%,0%,-9%,7%,-2%,-3%,.
Cc1noc(NS(=O)(=O)c2ccc(NC(=O)c3ccc(N4C(=O)c5ccccc5C4=O)cc3)cc2)c1C,4%,3%,5%,-2%,-2%,-2%,-13%
CCOC(=O)c1c(C)noc1CP(=O)(c1ccccc1)c1ccccc1,1%,0%,-13%,3%,0%,2%,9%[10 µM]

# Next part, starting with the last four of the part before.
SMILES,RGS12 GoLoco inh,GAA glycogen mod,HttQ103 aggreg,IMPase Li cell,GAA inhib,aGlu spleen mod,HTT cytoprotect
C=C1C(=O)O[C@@H]2C3OC3(C)CC/C=C(\C)CC[C@@H]12 (stereo partly drawn),2%,.,.,10%,.,0%,-12%[1.9 µM]
Cc1ccc(S(=O)(=O)NCCCCCC(=O)Nc2cccc(C)c2)cc1,4%,0%,-9%,7%,-2%,-3%,.
Cc1noc(NS(=O)(=O)c2ccc(NC(=O)c3ccc(N4C(=O)c5ccccc5C4=O)cc3)cc2)c1C,4%,3%,5%,-2%,-2%,-2%,-13%
CCOC(=O)c1c(C)noc1CP(=O)(c1ccccc1)c1ccccc1,1%,0%,-13%,3%,0%,2%,9%[10 µM]
Cc1ccc(S(=O)(=O)Nc2cc(-c3nn(C)c(=O)c4ccccc34)ccc2N2CCOCC2)cc1,6%,7%,?,27%[38.3 µM],-12%,5%,-74%[inhibitor]
COc1ccc(S(=O)(=O)NCC2CCCN(C(=O)CC3CCCC3)C2)cc1 (stereo not drawn),1%,17%,10%[9.22 µM],5%,?,3%,34%[10 µM]
Cc1ccc(N=Nc2c(O)ccc3n[nH]nc23)cc1,83%[activator],2%,6%[9.22 µM],.,1%,-9%,-5%[10 µM]
Cc1ccc(N2C(=O)C(CN3CCOCC3)C2c2ccccc2)cc1 (stereo not drawn),6%,-7%,-10%,26%,-1%,.,-81%[inhibitor]
Clc1ccc(OCCn2cnc(Cl)c2Cl)cc1,4%,1%,-11%[9.22 µM],.,.,0%,-11%[10 µM]
O=C(O)c1nn(CC(=O)N2CCCCCC2)c(=O)c2ccccc12,1%,7%,-6%,-8%,-3%,.,10%
OC(c1nnc(-c2ccccc2)o1)c1cccs1 (stereo not drawn),-6%,-2%,9%,1%,-1%,-2%,20%
CC1(C)CC(=O)C(Sc2nnc(-c3ccc(NS(C)(=O)=O)cc3)n2Cc2ccco2)C(=O)C1,1%,4%,17%,-4%[38.3 µM],-2%,-2%,-1%[10 µM]
CCC1C(=O)Nc2ccccc2N1C(=O)c1ccc(Cl)nc1 (stereo not drawn),3%,-16%,-19%,-7%,-2%,-2%,5%
CN(C)N=Nc1nc2c(c(=O)n(C)c(=O)n2C)n1CC1CO1 (stereo not drawn),-4%,2%,-16%[9.22 µM],.,-13%,-5%,-9%[10 µM]
CCOCCCNC(=S)N1CCN(Cc2ccc3c(c2)OCO3)CC1,-11%,17%,-15%[9.22 µM],2%,?,6%,-16%[10 µM]
COCCn1c(SCC(=O)Nc2ccc(Cl)cn2)nnc1-c1ccncc1,-10%,8%,-15%,0%,2%,7%,?
Cc1ccc(S(=O)(=O)C2(C(=O)Nc3ccc4c(c3)OCO4)CC2)cc1,10%,4%,2%,22%[38.3 µM],-8%,-1%,-4%
CC(=O)Nc1ccc(NC(=O)Cn2cnc3c(nnn3Cc3ccc(F)cc3)c2=O)cc1,8%,-7%,21%[9.22 µM],-8%,7%,-4%,-13%
CC(=O)c1cccc(NC(=O)CC2SC(N3CCCCC3)=NC2=O)c1 (stereo not drawn),12%,6%,-22%,-9%[38.3 µM],3%,-25%,8%[10 µM]
COc1cccc(Cn2c(=O)c(-c3ccccc3)nc3cncnc32)c1,-8%,.,.,6%,.,-11%,7%
FC(F)(F)c1cc(-c2ccccc2)nc(N2CCCCC2)n1,7%,5%,-6%,0%[38.3 µM],-4%,-18%,4%
CN(NC1OC(=O)c2ccccc21)c1ncc(Cl)cc1C(F)(F)F (stereo not drawn),21%,3%,4%[9.22 µM],.,.,1%,1%[10 µM]
Cn1c(SCc2cccnc2)nc2c(c1=O)SCC2,16%,-6%,0%,4%,-12%,4%,11%[10 µM]
Cn1nc(CC(=O)N2CCN(c3ccccc3)CC2)c2ccccc2c1=O,2%,.,-13%,18%[38.3 µM],?,0%,-10%[0.074 µM]
CCC(=O)c1cc(F)ccc1OCC(=O)N1CCN(c2ccc(F)cc2)CC1,-7%,-1%,-20%,24%,-5%,4%,-7%[10 µM]
CN1CCC(=NNC(=O)C(=O)NC2CCCCC2)CC1,8%,13%,2%,0%[38.3 µM],0%,5%,8%[10 µM]
NS(=O)(=O)c1ccc(NC(=O)CCC2CCCCC2)cc1,3%,-4%,4%,7%[38.3 µM],3%,-8%,-14%
COc1cc(NC(=O)C(C)Oc2ccccc2)c(C(=O)O)cc1OC (stereo not drawn),-6%,3%,-9%,-12%[38.3 µM],-24%,-6%,-8%
O=C(NCc1ccccn1)C(=O)NN=C1CCCCCCC1,2%,32µM*,2%,-3%,-8%,2%,4%
COc1cccc(/C=N/NC(=O)c2ccc(N(C)S(=O)(=O)c3ccccc3)cc2)c1OC,177%[activator],-4%,-16%,15%,-6%,-1%,-40%[inhibitor]
C/C(=N\NC(N)=S)c1ccncc1,-5%,1%,-4%[9.22 µM],.,.,7%,3%[10 µM]
CCN(Cc1ccccc1)S(=O)(=O)c1ccc(S(=O)(=O)N2CCN(CCC#N)CC2)cc1,2%,-3%,-8%,45%[activator][38.3 µM],?,4%,15%[10 µM]
COc1ccc(-c2[nH]ncc2CN2CCSCC2)c(OC)c1,5%,-2%,15%[9.22 µM],9%,0%,3%,11%[10 µM]
CC1=CC(C)(C)N(C(=O)CSc2nncn2C)c2ccccc21,9%,-1%,-3%,5%,0%,-4%,23%[10 µM]
Cc1ccc(N=C2CSC(=O)N2)cc1,58%[activator],5%,24%,-6%,-5%,-4%,.
CN(C)C(=O)C1OC(C)(C)OC1C(=O)N(C)C (stereo not drawn),-20%,-7%,8%,18%[38.3 µM],-2%,-1%,11%
Cc1nc2c(C(=O)NCc3ccco3)cnn2c(C)c1Cc1ccc(F)cc1Cl,8%,-3%,?,16%[38.3 µM],-6%,1%,-13%[0.074 µM]
COc1cccc(/C=C2\SC(=N)N(c3ccc(F)cc3)C2=O)c1,12%,4%,-9%,-7%,1%,-1%,5%
Nc1nc2n(n1)C(=O)CC(c1ccc(Cl)cc1)N2 (stereo not drawn),-3%,-7%,-2%,0%,-4%,5%,-32%[inhibitor]
N#CC(C#N)=C1C=C2C=C(N3CCCCC3)CCC2CC1 (stereo not drawn),63%[activator],-6%,10µM*,31%[activator],-1%,-4%,.
CCOC(=O)C1CCCN(C/C(O)=C(\C#N)c2nc(-c3ccc(Cl)cc3)cs2)C1 (stereo not drawn),20%,-15%,?,-4%[38.3 µM],-5%,-18%,7%[0.074 µM]
Cc1cc(NC(=O)c2cc(-c3ccc(Br)cc3)on2)no1,12%,-7%,-11%[9.22 µM],-7%,5%,0%,-14%
Cc1csc(NC(=O)CCc2c(C)nc3cc(-c4ccc(Cl)cc4)nn3c2C)n1,5%,4%,-13%,13%,?,1%,.
Cc1cccc(CNc2cc(-c3ccc(C(=O)N(C)C)cc3)ncn2)c1,-14%,.,.,-4%,.,0%,0%
COc1ccc(NC(=O)c2cc(F)cc(F)c2)cc1Cl,-1%,-8%,10%,21%[38.3 µM],3%,3%,0%
Cn1c(CNc2nc(-c3ccccc3)cs2)nnc1SCC(=O)N1CCc2ccccc21,4%,-2%,3%,11%[38.3 µM],3%,-5%,-15%
Nc1ccc(N=Nc2ccccc2Cl)c(N)n1,2%,0%,17%[9.22 µM],.,.,1%,7%[10 µM]
CC(C)N(c1ccccc1)c1ccc(NC(=O)CCl)cc1,9%,-8%,?,4%,-1%,-1%,7%[10 µM]
COc1ccccc1/C=C/C=N/NC(=O)c1ccncc1,9%,-3%,14%,16%,-4%,-5%,.
O=C(Nc1ccc(Cl)cn1)c1ccc(-c2cc(Cl)ccc2Cl)o1,.,0%,2%,.,-3%,-6%,-23%
Cc1cc(NCCCN2CCOCC2)n2nc(C)c(-c3ccccc3)c2n1,4%,1%,-26%,-16%[38.3 µM],2%,4%,-21%
CCOc1ccc(CN2CCN(Cc3cc4ccccc4[nH]3)CC2CCO)cc1 (stereo not drawn),76%[activator],15%,2%[9.22 µM],17%,-10%,3%,-5%[10 µM]
CC(C)CC(=O)N1CCN(Cc2ccccc2[N+](=O)[O-])CC1,-13%,6%,-1%[9.22 µM],10%,-1%,-2%,1%[10 µM]
Cc1nn(-c2ccccn2)c2c1C(=O)C(Br)CC2 (stereo not drawn),-22%,-6%,-12%,5%,1%,2%,?
CC(=O)NC(CCS(C)(=O)=O)C(=O)Nc1ccc(C)c(F)c1 (stereo not drawn),13%,6%,-3%,-1%[38.3 µM],-2%,4%,16%
CCCS(=O)(=O)N1CCN(CCCc2ccccc2)CC1,-5%,8%,17%,-11%[38.3 µM],0%,-2%,-18%
